AGP1 TOR yeast: modulators of AGP1-GFP expression in yeast TOR pathway, primary screen, cell-based, multiplex flow cytometry, S. cerevisiae, MLPCN library; 3 h; GFP as percent of DMSO wells; GFP response vs DMSO, % at 10 µM; actives 0.02% (n = 320,000); AID 2066, 2009;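 active means GFP response relative to DMSO above a set limit, near screen average plus 3 SD, cut at about 150% in these data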;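 further: median GFP channel fluorescence of the gated AGP1 strain per well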
GLD-1 TGE inh: GLD-1/TGE RNA complex disruptors, primary screen, biochemical, fluorescence polarization; Female germline-specific tumor suppressor gld-1 (Caenorhabditis elegans), Q17339; purified GLD-1 + fluorescein TGE RNA; inhibition, % at 5.96 µM; actives 0.44% (n = 320,000); AID 2280, 2010;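 active means percent inhibition above a per-plate cutoff, the plate mean of test compounds plus 3 SD, cut at about 30% in these data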;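 further: 0% = DMSO wells with GLD-1 and probe and 100% = wells lacking GLD-1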
Target sequence (Q17339 whole entry, looked up): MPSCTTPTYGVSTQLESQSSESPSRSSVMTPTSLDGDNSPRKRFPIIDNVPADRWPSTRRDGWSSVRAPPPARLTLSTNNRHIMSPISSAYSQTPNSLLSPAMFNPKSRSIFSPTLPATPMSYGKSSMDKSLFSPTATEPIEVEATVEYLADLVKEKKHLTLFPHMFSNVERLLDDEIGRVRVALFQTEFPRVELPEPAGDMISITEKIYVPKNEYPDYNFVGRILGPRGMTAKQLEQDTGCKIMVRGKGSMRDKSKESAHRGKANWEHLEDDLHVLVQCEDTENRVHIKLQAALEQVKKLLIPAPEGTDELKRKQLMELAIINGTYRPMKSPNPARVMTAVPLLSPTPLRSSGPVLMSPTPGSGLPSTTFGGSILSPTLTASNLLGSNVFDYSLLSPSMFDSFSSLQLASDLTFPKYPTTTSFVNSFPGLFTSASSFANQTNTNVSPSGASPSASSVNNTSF
VLA-4 inh: inhibition in human VLA-4 binding assay, primary screen, VLA-4 allosteric modulator project, MLPCN library, flow cytometry, VLA-4 expressing cells; Integrin alpha-4 (Homo sapiens), P13612; ligand binding flow cytometry; inhibition, % (about 7 µM as worked out from the volumes in the protocol); actives 0.2% (n = 330,000); AID 2557, 2010; in the data active means inhibition above about 50%
CIT2 TOR yeast: modulators of CIT2-GFP expression in yeast, primary screen, S. cerevisiae, GFP fusion, multiplex flow cytometry, MLPCN library; AID 2029, 2009; actives 0.065% (n = 320,000); GFP response vs DMSO, % at 10 µM; S. cerevisiae CIT2-GFP strain, 3 h; 100 means same as DMSO wells;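 active means GFP response relative to DMSO above a set limit, near the screen mean plus 3 SD, cut at about 150% in these data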;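 further: ratio of well median GFP fluorescence to mean of DMSO wells on the plate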
MEX-5 binding: MEX-5 zinc finger RNA-binding disruptors – biochemical, C. elegans, fluorescence polarization, MLPCN library, primary screen. activity score (negative = inhibition of binding), % at 10 µM. actives 0.38% (n = 300,000). Zinc finger protein mex-5 (Caenorhabditis elegans), Q9XUB2. MEX-5/FITC-TCR2 RNA binding; hits give low values;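 active means inhibition past about -25% in most replicates, and total fluorescence under double the plate's negative control median, limit read from the data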;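 further: 0% = DMSO and -100% = 5 µM competing unlabeled TCR2 RNA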
Target sequence (Q9XUB2 whole entry, looked up): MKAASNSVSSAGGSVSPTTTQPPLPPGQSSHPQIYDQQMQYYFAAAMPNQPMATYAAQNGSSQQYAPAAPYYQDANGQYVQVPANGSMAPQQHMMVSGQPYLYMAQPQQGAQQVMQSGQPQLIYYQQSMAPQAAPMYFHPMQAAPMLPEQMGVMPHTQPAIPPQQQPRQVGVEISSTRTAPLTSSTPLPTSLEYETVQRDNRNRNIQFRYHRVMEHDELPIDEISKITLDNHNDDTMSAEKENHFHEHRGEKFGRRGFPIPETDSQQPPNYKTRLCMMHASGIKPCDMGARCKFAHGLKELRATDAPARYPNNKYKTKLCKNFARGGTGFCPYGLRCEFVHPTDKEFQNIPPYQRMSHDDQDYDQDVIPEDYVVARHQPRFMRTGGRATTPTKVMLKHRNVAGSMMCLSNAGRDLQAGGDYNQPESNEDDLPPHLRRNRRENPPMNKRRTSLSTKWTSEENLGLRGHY
Yeast superoxide: reduction of superoxide in aged yeast, primary screen, HTS; actives 0.18% (n = 330,000); S. cerevisiae aged cells, superoxide DHE fluorescence; hits give low values; AID 2690, 2010; superoxide response (% of plate mean), % at 10 µM;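 active means superoxide response under a set limit, about three screen SD below normal, cut at about 65% in these data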;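 further: yeast aged for seven days with compound at 30 °C before DHE staining; 100% = average MFI of all compound-treated wells on the plate with controls excluded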
GRK2 inh: compounds blocking aptamer binding on GRK2 – biochemical, human GRK2, bead flow cytometry, HTS, primary screen; Beta-adrenergic receptor kinase 1 (Homo sapiens), P25098; FAM-aptamer displacement from GRK2; inhibition of aptamer binding, % at 10 µM; actives 0.59% (n = 330,000); AID 488847, 2010;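 active means inhibition of aptamer binding above 40%, roughly 3 SD of noise, on plates passing a quality check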;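 further: median bead fluorescence of bound FAM aptamer so fluorescent compounds give negative values; no value below 0 was filed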
MCL1 BIM primary: inhibitors of MCL1 binding to BIM-BH3, primary screen, biochemical, fluorescence polarization; inhibition, % at 10.9 µM; AID 2057, 2009; GST-MCL1 / FITC-Bim-BH3 fluorescence polarization; actives 0.68% (n = 320,000); Induced myeloid leukemia cell differentiation protein Mcl-1 (Homo sapiens), Q07820;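 active means inhibition above the mean inhibition of all tested compounds plus 3 SD, set per campaign, cut at about 40% in these data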;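 further: 0% = DMSO wells and 100% = unlabeled Bim-BH3 peptide control; higher means more loss of mP so more displacement of Bim peptide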
Bcl-xL primary: inhibitors of human Bcl-xL, primary screen, biochemical, fluorescence polarization, HTS. Bcl-2-like protein 1 (Homo sapiens), Q07817. GST-Bcl-xL / FITC-Bim BH3 peptide fluorescence polarization. actives 0.7% (n = 320,000). AID 2129, 2009. inhibition, % at 10.9 µM;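 active means inhibition above the mean of all tested compounds plus 3 SD, cutoff set per campaign, cut at about 30% in these data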;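 further: 0% = DMSO wells and 100% = unlabeled Bim-BH3 peptide competitor; inhibitors lower millipolarization by displacing the labeled peptide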
* = called active by the depositor; . = no result given. This is a random part of the collection (roughly 2.1% active in at least one column).

SMILES	AGP1 TOR yeast	GLD-1 TGE inh	VLA-4 inh	CIT2 TOR yeast	MEX-5 binding	Yeast superoxide	GRK2 inh	MCL1 BIM primary	Bcl-xL primary
CCOC(=O)Cn1c(=O)oc2cc(S(=O)(=O)Nc3ccc(N(CC)CC)cc3C)ccc21	107	12	-65	101	-2.4	94	0	4	8
CN(C)c1ccc(/C=N/NC(=O)c2ccccn2)cc1	101	8	4	96	15	95	0	4	-1
CC#CCNCc1ccccc1	98	-1	9	91	-0.8	110	3	3	4
Clc1cc(NCc2cccs2)ccc1N1CCOCC1	93	11	-11	99	.	100	1	-1	9
O=C(CC1NC(=O)NC1=O)Nc1ccccc1 (centres undefined)	100	7	10	98	1.4	102	0	9	3
O=C1CN(C(=O)CCN2CCOCC2)C(c2ccccc2)c2cc(Br)ccc2N1 (centres undefined)	95	3	-6	102	-2.1	100	0	1	2
NS(=O)(=O)c1cc([N+](=O)[O-])ccc1NCc1cccnc1	107	-8	-8	106	-1.1	96	0	13	6
O=C(Cc1noc2ccccc12)Nc1ccc(Cl)cc1	89	1	8	84	0.0	98	1	2	3
O=C(Nc1ncn[nH]1)c1cccc(S(=O)(=O)N2CCOCC2)c1	98	9	-6	108	1.2	101	0	9	-1
CCCS/C(N)=N/N=C/c1ccccc1O	.	0	9	103	-0.2	103	0	4	9
O=C(CN1CCN(C/C=C/c2ccccc2)CC1)NCc1ccc(Cl)cc1	97	3	1	101	2.3	87	0	-5	-1
CCOC(=O)N1CCN(c2ccc([N+](=O)[O-])cc2F)CC1C (centres undefined)	90	-1	3	89	-1.6	87	.	-1	1
CCN=C(NCC)SC1CC(=O)N(c2cccc(OC)c2)C1=O (centres undefined)	98	1	15	95	2.0	92	0	10	8
CCOC(=O)c1c(S(=O)(=O)NCC(=O)Nc2ccc(OC)cc2)c(C)n(C)c1C	97	3	5	102	0.2	92	0	0	4
CCOC(=O)CSc1nc(-c2ccccc2)ns1	96	-4	3	99	-1.6	102	0	-7	-6
CC1CC(C)CN(C(=O)C2CCN(C(=O)Nc3ccccc3)CC2)C1 (centres undefined)	100	-1	0	107	-1.6	119	0	5	3
c1ccc(-c2cccc(-c3ccccc3)n2)cc1	100	0	4	103	1.3	102	3	-1	-1
N#Cc1cnn2c(C(F)(F)F)cc(-c3ccccc3)nc12	97	0	-17	114	1.0	109	2	4	1
Cc1cc(C)c(S(=O)(=O)N2CCC(C(=O)NCc3ccncc3)CC2)c(C)c1	87	5	-1	95	0.3	91	0	7	4
COc1cc2c(cc1OC)C1=C(C#N)CN(CC(=O)O)CN1CC2	101	-4	-24	103	-1.0	91	0	7	11
Cn1c(O)c(N=Nc2ccccc2[N+](=O)[O-])c2ccccc21	91	8	-4	101	-1.5	105	2	-2	2
Cc1oc2ccc(Br)cc2c(=O)c1-c1nn[nH]n1	89	-5	11	79	-0.3	128	0	4	1
COc1ccc(C2C3=C(CC(C)(C)CC3=O)Nc3nc(C)nn32)cc1OC (centres undefined)	98	2	20	91	0.5	92	0	4	5
CCOC(=O)c1c(CC(C)C)csc1NC(=O)COC(=O)C1=NNC(=O)CC1	107	3	35	106	0.2	115	0	-2	2
Cc1ccc(-n2c(-c3ccccc3)c[nH]c2=S)cc1	105	2	-1	101	-3.0	97	2	-12	-14
OC(COc1ccc(Cl)cc1)CN1CCN(c2ccccc2)CC1 (centres undefined)	92	-4	2	101	0.5	107	1	2	2
COc1ccccc1CN1CCCC(CN(CCN(C)C)C(=O)c2ccc(C)cc2)C1 (centres undefined)	101	-2	0	107	-1.0	104	0	4	4
Cc1cc(C)cc(C(=O)NCC(=O)OCC(=O)NCc2ccco2)c1	98	1	23	97	-0.1	90	3	9	13
O=C(COC(=O)C1CCN(S(=O)(=O)c2cccs2)CC1)c1ccccc1	101	1	5	94	1.6	99	0	-4	-2
O=C(COc1ccc(Br)cc1CO)Nc1ccc(F)cc1	89	1	20	85	-3.0	99	0	-6	3
COc1cc2c(cc1OC)[C@@H]1Cc3ccc(OC)c(OC)c3CN1CC2	102	-2	-7	104	-2.5	81	0	2	4
Cc1cccn2c(=O)c3cc(S(=O)(=O)c4ccccc4)c(=N)n(CC4CCCO4)c3nc12 (centres undefined)	112	-3	11	107	-39*	88	16	0	5
COc1cc2c(cc1NC(=O)CSc1nc3cc(Cl)ccc3s1)oc1ccccc12	99	-4	6	106	-2.5	103	0	2	3
Cc1cccc(Oc2ccc(C(=O)NC3CCSC3=O)cn2)c1C (centres undefined)	100	-5	4	126	1.9	95	2	4	1
CC(=O)N1CCc2cc(S(=O)(=O)N3c4ccccc4CC3C)ccc21 (centres undefined)	96	-3	-1	.	0.4	98	1	4	5
CN(C)CCCn1c(SCC(=O)N2CC(=O)Nc3ccccc32)nc2ccccc2c1=O	71	-9	6	78	1.4	107	2	10	6
COc1ccc(CCNC(=O)C2CCN(c3nn4c(=O)cc(C)nc4s3)CC2)cc1OC	107	0	6	105	-0.4	84	0	4	3
CCOC(=O)c1c(O)c(O)c(C(=O)OCC)n1-c1ccccc1	95	-1	0	90	0.5	100	.	-13	3
CS(=O)(=O)c1cccc(C(=O)Nc2ccc3c(c2)OCCCO3)c1	99	-1	1	101	1.1	108	1	-4	0
CC(C)C(NC(=O)c1ccccc1NC(=O)c1ccccc1)C(=O)NCCCn1ccnc1 (centres undefined)	107	2	-5	106	1.5	95	0	1	5
CCOCCCNC(=O)C1(O)c2ccccc2NC(=O)N1c1ccc(Cl)c(Cl)c1 (centres undefined)	98	3	6	91	-2.1	100	0	5	6
COc1ccc(-n2c(C)nc(=O)c(-c3ccccc3)c2C)cc1	104	5	11	98	.	99	0	0	0
CSc1nc2ccc(S(=O)(=O)N3CCOCC3)cc2s1	110	1	2	98	0.3	86	0	-3	0
CCN1CCN(Cc2ccc(NC(=O)c3ccc(C)c(NC(=O)c4cccc(-c5cn[nH]c(=O)c5)c4)c3)cc2C(F)(F)F)CC1	105	0	5	101	-5.2	102	0	-1	0
O=C(c1ccc2oc(CCc3ccccc3)nc2c1)N1CCC(O)CC1	103	-4	11	104	2.3	100	4	2	4
COc1cc(CN2CCCCCC2)cc(OC)c1	99	-1	12	105	-0.6	99	2	1	1
Nc1c(C(=O)N/N=C/c2ccccc2Cl)oc2nc(-c3ccccc3)cc(-c3ccco3)c12	88	-44	-217	96	-1.2	94	3	-46	-39
Cc1ccc(-c2noc(-c3ccccc3C(=O)N3CCCC3)n2)cc1	93	4	4	80	-1.7	97	0	1	3
COc1ccc(C(=O)Nc2ccc3c(c2)CCCN3C(=O)c2cccs2)c(OC)c1	103	4	3	94	-7.7	102	5	5	8
Cc1ccc(OCC(=O)N/N=C/c2cccc3cccnc23)cc1	97	-4	9	102	-0.4	112	0	4	6

Other structures.
SMILES	AGP1 TOR yeast	GLD-1 TGE inh	VLA-4 inh	CIT2 TOR yeast	MEX-5 binding	Yeast superoxide	GRK2 inh	MCL1 BIM primary	Bcl-xL primary
CC(=O)N[C@@H](Cc1c[nH]c2ccccc12)C(=O)NC1CCCc2ccccc21 (some centres undefined)	108	-3	3	100	0.7	92	0	2	1
COCCC1CCCCN1C(=O)c1cccc(OC2CCN(S(C)(=O)=O)CC2)c1 (centres undefined)	95	.	20	101	4.5	97	0	.	.
COc1cccc(C(=O)Nc2ccc(-n3nncc3C(C)(C)C)cc2)c1	98	-1	0	101	-1.3	100	2	1	6
Cc1c(C(=O)O)sc2ncnc(N3CCCCC3C)c12 (centres undefined)	94	1	13	87	1.8	109	3	12	6
COc1ccc(C(=O)NCc2ccc(Cl)cc2)cc1S(=O)(=O)N1CCCC1	100	-4	0	97	.	96	2	-11	-14
Cc1cc(NS(=O)(=O)c2ccc(NC(=O)Cc3ccccc3)cc2)nc(C)n1	91	1	2	93	0.6	85	0	2	6
Cc1cc(NC(=O)CSc2ccc3nnc(-c4ccc(F)cc4)n3n2)no1	107	2	2	109	0.2	91	6	5	6
Fc1cc(F)cc(NC(=S)NCCCN2CCOCC2)c1	98	8	-6	101	1.2	121	0	2	0
CCOC(=O)Cc1nn(Cc2nc(-c3ccc(C)cc3)cs2)c(=O)c2ccccc12	98	-1	19	95	0.0	105	2	10	5
Cc1ccccc1NC(=O)Nc1ccccc1N1CCCCC1	100	3	0	94	-3.8	108	1	6	4
CCCCN(C)CCNC(=O)Cn1c(=O)sc2ccccc21	102	8	-14	100	-4.2	102	0	6	7
CN=C1S/C(=C/c2cn(CC(=O)OC)c3ccccc23)C(=O)N1C	111	-14	-3	96	2.8	85	0	-6	-4
Cc1ccc(-n2c(CNc3ccc(C)c(Cl)c3)n[nH]c2=S)cc1	104	-2	0	99	-0.1	80	0	-15	-4
O=C(c1cccc(C(=O)N2CCN(c3ccc(F)cc3)CC2)c1)N1CCN(c2ccc(F)cc2)CC1	98	-1	-1	101	-0.5	102	3	6	4
COc1cccc(/C=N/NC(=O)CCCc2ccc(OC)c(C)c2)c1	102	0	-1	105	1.8	114	0	0	1
COc1cccc(-c2nc(-c3ccccc3)no2)c1	97	4	8	97	2.9	98	0	-3	3
O=C(NCC1CCCO1)C1CCN(S(=O)(=O)Cc2ccccc2)CC1 (centres undefined)	104	151*	10	100	1.6	102	0	-1	2
O=C(N/N=C/c1ccc(F)cc1)c1cccc(NC(=O)c2ccc(F)cc2)c1	96	-2	-7	99	-1.2	114	2	-2	-1
CCOC(=O)N/N=C/c1cn(CCCOc2ccc(C)cc2)c2ccccc12	96	8	18	97	0.2	93	2	1	3
CCOC(=O)c1c(C)n(C)c2ccc(OC)c(NC(=O)CN3CCC4(CC3)OCCO4)c12	94	4	16	95	-1.5	104	0	-7	-8
CCn1nnnc1NCc1cccc(Cl)c1	106	-4	9	105	-1.4	93	0	10	8
COc1cccc(CN2CCNC(=O)C2CC(=O)NCCCn2ccnc2)c1 (centres undefined)	95	9	-3	100	1.3	104	1	5	11
O=C(Nc1ccc(N2CCOCC2)c(S(=O)(=O)Nc2ccccc2Cl)c1)c1ccccc1	101	-2	8	100	.	121	0	-6	-3
COc1ccc2cc(S(=O)(=O)N3CCN(C)CC3)ccc2c1	100	7	-3	98	-0.8	86	1	-2	-1

Full records, looked up by structure. Screens in order: AGP1 TOR yeast, GLD-1 TGE inh, VLA-4 inh, CIT2 TOR yeast, MEX-5 binding, Yeast superoxide, GRK2 inh, MCL1 BIM primary, Bcl-xL primary
COc1cc2c(cc1NC(=O)CSc1nc3cc(Cl)ccc3s1)oc1ccccc12 is listed as 99, -4, 6, 106, -2.5, 103, 0, 2, 3
CCN1CCN(Cc2ccc(NC(=O)c3ccc(C)c(NC(=O)c4cccc(-c5cn[nH]c(=O)c5)c4)c3)cc2C(F)(F)F)CC1 is listed as 105, 0, 5, 101, -5.2, 102, 0, -1, 0
COc1cc2c(cc1OC)C1=C(C#N)CN(CC(=O)O)CN1CC2 is listed as 101, -4, -24, 103, -1.0, 91, 0, 7, 11

Assay outcomes from PubChem BioAssay.
